PfGluPho inh – PfG6PD (Plasmodium falciparum) enzyme inhibition | PfGluPho enzyme, NADPH resazurin-diaphorase fluorescence | inhibition, % at 20 µM | 350,000 tested, 0.78% active | AID 504690;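 active means inhibition reaching at least a set limit at 20 µM in the primary screen, cut at about 59% in these data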;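 further: 0% = DMSO wells with substrate and 100% = DMSO wells lacking glucose-6-phosphate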
SENP1 FRET inh – blocks the human SENP1 SUMO protease catalytic domain | Q9P0U3 | recombinant SENP1 catalytic domain, CyPet-SUMO1-YPet FRET cleavage | inhibition, % at 10 µM | 360,000 tested, 0.21% active;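 active means inhibition at least 30% at 10 µM, raw YFP signal under a set limit, fluorescence ratio 0.5 to 1.5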;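 further: 0% = enzyme with DMSO and 100% = no enzyme wells; some results filed as inactive read as strong as hits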
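Controls: no-enzyme wells low, DMSO-plus-enzyme wells high control. Test system: human recombinant His6-tagged SENP1 catalytic domain enzyme. Reagent: SFCypet-SUMO1-SFYpet FRET protein substrate, 25 nM final. Doses: one dose per compound, 10 µM, 0.5% DMSO. Detection: FRET, CFP and YFP emission. Timing: 50 min reaction at room temperature.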
SENP8 block-1 – SENP8 protease inhibition; purified SENP8, Z-RLRGG-aminoluciferin cleavage, luminescence; inhibition, % at 10 µM; 330,000 tested, 1.2% active; AID 2540; in the data active means inhibition above about 50%
UBC13 inh – inhibitors of human UBC13 polyubiquitin chain formation; TR-FRET; inhibition, % at 20 µM; 330,000 tested, 0.47% active; in the data active means inhibition above about 45%, passing the limit was not always enough
Target sequence (P61088 whole entry, looked up): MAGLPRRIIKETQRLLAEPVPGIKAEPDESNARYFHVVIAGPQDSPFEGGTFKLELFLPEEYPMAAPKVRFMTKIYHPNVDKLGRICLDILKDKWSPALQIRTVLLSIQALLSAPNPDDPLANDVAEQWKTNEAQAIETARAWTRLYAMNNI
HKDC1 inh – inhibitors of human hexokinase HKDC1; Q2TB90; recombinant HKDC1, G6PDH/diaphorase resazurin coupled fluorescence; inhibition, % at 20 µM; 340,000 tested, 0.16% active; AID 493160;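 active means inhibition above about 35% when tested at 20 µM, limit read from the data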;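 further: plate controls were DMSO wells with enzyme for no effect and DMSO wells lacking enzyme for full effect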
Target sequence (Q2TB90 whole entry, looked up): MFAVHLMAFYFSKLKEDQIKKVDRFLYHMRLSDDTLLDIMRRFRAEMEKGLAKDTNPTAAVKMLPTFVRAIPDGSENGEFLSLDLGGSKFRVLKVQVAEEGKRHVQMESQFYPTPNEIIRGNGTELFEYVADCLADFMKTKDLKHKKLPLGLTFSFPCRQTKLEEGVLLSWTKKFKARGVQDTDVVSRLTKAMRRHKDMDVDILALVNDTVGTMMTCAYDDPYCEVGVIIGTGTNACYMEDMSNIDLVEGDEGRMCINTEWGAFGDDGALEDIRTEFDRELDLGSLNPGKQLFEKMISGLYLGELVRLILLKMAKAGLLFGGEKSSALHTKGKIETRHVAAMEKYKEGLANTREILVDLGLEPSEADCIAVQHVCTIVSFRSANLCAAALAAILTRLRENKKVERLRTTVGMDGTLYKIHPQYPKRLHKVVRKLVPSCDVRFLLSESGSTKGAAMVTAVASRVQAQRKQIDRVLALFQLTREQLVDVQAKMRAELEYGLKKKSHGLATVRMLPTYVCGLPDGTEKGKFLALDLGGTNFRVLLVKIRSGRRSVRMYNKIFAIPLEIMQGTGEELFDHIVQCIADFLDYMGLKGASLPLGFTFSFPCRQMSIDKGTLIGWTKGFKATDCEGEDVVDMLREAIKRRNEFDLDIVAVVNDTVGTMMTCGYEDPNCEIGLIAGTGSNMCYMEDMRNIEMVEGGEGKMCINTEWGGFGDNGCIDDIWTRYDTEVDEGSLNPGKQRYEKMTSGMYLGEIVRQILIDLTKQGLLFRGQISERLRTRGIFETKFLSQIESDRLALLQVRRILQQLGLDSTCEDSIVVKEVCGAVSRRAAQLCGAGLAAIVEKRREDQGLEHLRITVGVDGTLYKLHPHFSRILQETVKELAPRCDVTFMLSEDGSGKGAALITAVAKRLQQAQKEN
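Test system: HK5 enzyme. Quantity: 5 µg/mL HK5 final. Reagent: glucose and ATP substrates. Schedule: 90 min reaction incubation at room temperature, dark. Technique: resazurin-to-resorufin fluorescence via G6PDH and diaphorase coupling, 525/613 nm. Control set: DMSO wells with and without enzyme mix.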
beta cell repl – induces beta-cell replication in MIN6 cells; MIN6 cells proliferation, ATPlite luminescence, 48 h; cells starved in 0.2% serum; 100% = growth in 10% serum; proliferation, % at 10 µM; 330,000 tested, 0.29% active; AID 2380;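 active means compounds whose signal lies at least 3.5 SD above the mean of all wells on their plate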;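 further: 0% = DMSO-treated cells in low-serum medium and 100% = 10% serum control; some compounds called inactive have numbers as strong as hits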
SENP8 block-2 – SENP8 (human) protease inhibition; recombinant SENP8, Nedd8 substrate fluorescence; inhibition, % at 20 µM; AID 602440; 360,000 tested, 0.64% active; in the data active means inhibition mostly above about 40%, no sharp cut-off; inactive means mostly below about 27%
SENP7 inh – inhibitors of human SENP7 protease; Q9BQF6; recombinant SENP7, Z-RLRGG-aminoluciferin luminescence, 40 min; inhibition, % at 5 µM; 330,000 tested, 1.5% active; AID 434973;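 active means inhibition above about 50% at the single test dose, limit read from the data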;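 further: plate controls were DMSO with enzyme for no effect and no enzyme buffer wells for full effect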
SENP6 inh – blocks the human protease SENP6; inhibition, % at 10 µM; Q9GZR1; 330,000 tested, 1.8% active; Recombinant SENP6 catalytic domain, aminoluciferin luminescence;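 active means inhibition above about 50% at the single tested dose, limit read from the data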;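 further: plate controls were DMSO wells with enzyme for no effect and DMSO wells lacking enzyme for full effect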
Active calls of the source: *; i = inactive; nt = not tested or not shown. Hits appear at their usual frequency, and some 4% of all compounds hit somewhere here.

Molecule | PfGluPho inh | SENP1 FRET inh | SENP8 block-1 | UBC13 inh | HKDC1 inh | beta cell repl | SENP8 block-2 | SENP7 inh | SENP6 inh
Cc1c(OCC(=O)N2CCC(C(N)=O)CC2)ccc2c3c(c(=O)oc12)CCC3 | 3 | -3 | 5 | 2 | -1 | 0 | -230 | 1 | -2
O=C(NC(=S)Nc1ccc(Cl)c(C(=O)O)c1)c1ccco1 | 2 | 1 | -8 | 3 | -2 | 4 | -3 | -7 | -3
COc1cc(OC)cc(-c2c(-c3cccs3)c3cc(Br)ccc3n2C)c1 | -14 | -15 | 0 | 25 | 3 | -7 | i | 7 | -17
Cc1cc(C)cc(Oc2nc3ccccn3c(=O)c2/C=C(\C#N)C(=O)NC2CCS(=O)(=O)C2)c1 (stereo not given) | -12 | -36 | -4 | -10 | 1 | 0 | -408 | -3 | -12
Cc1ccc(C(CNS(=O)(=O)c2cc(F)ccc2F)N2CCN(C)CC2)cc1 (stereo not given) | 6 | 0 | 1 | -4 | -8 | -3 | 15 | -8 | -18
CCS(=O)(=O)N1CCC(NC(C)=O)(c2ccccc2)CC1 | 2 | 2 | 3 | -2 | -1 | -2 | 21 | -4 | -4
Cc1cccc(NC(=S)NC(=O)C2CC2)c1 | nt | 3 | -3 | 0 | nt | 3 | 8 | 0 | -19
Cc1cc(C)n(CCNC(=O)C2CCC(=O)N(CCc3cccc(F)c3)C2)n1 (stereo not given) | -2 | 4 | 0 | 2 | 0 | -3 | 12 | -9 | 8
N#C/C(=C\c1ccccc1OCc1ccc(C(=O)O)cc1)c1ccccc1 | -27 | 0 | -4 | -12 | -5 | -1 | -6 | -3 | 6
CCOC(=O)CC1=CC(=O)Nc2ccccc2N1 | -5 | 1 | 1 | 2 | -7 | -4 | 22 | 6 | -27
CC(C)COC(=O)n1ccc(C(=O)N2CCCCC2)n1 | -8 | 6 | -1 | 2 | 6 | -1 | 9 | -2 | -9
COC(=O)C(C)N(C#N)c1nc(C)cc(C)n1 (stereo not given) | 5 | -1 | -2 | 1 | -7 | 0 | 13 | 4 | 2
CC(C)CNc1ncnc2c1cnn2Cc1ccc(Cl)cc1 | 2 | 2 | -9 | 6 | -2 | -3 | 26 | 9 | 3
CN(C(=O)COC(=O)/C=C/c1ccc2ccccc2n1)C1CCS(=O)(=O)C1 (stereo not given) | 0 | 1 | 0 | -9 | -5 | 2 | -23 | -4 | -16
CCC(=O)Nc1ccccc1C(=O)OCc1ccc(C(=O)c2ccccc2)cc1 | 3 | 3 | -2 | 34 | 9 | -5 | 9 | 8 | 1
CCc1nnc(NC(=O)CSc2nnc(-c3ccncc3)n2C)s1 | -6 | -1 | -1 | 8 | 2 | -2 | 3 | -9 | -7
CN=C(Nc1ccc(Br)cc1)SC1CC(=O)N(c2ccc(OC)cc2)C1=O (stereo not given) | -2 | 2 | -5 | 6 | -7 | 0 | 12 | 5 | -17
CN(C(=O)c1ccc(OC2CCN(CCc3ccccc3)CC2)cc1)C1CCOCC1 | -2 | 0 | 0 | 10 | -6 | 0 | 23 | 4 | -5
Cc1ccccc1C(=O)NNc1ccc([N+](=O)[O-])cc1 | 31 | 1 | 2 | -4 | -8 | -2 | 18 | 2 | -11
C[C@H](NC(=O)c1nc[nH]c1C(=O)NCCCCCNC(=O)OC(C)(C)C)C(=O)OCc1ccccc1 | 16 | -1 | -8 | -6 | 9 | 2 | 10 | -7 | -9
N#Cc1nc(-c2ccco2)oc1N1CCOCC1 | -15 | -13 | 6 | 12 | 10 | 4 | -313 | 7 | 13
CC(=O)Nc1ccc(OCCOc2ccc(/C=C3\C(=N)N4N=C(C)SC4=NC3=O)cc2)cc1 | -28 | 2 | 10 | -5 | 2 | -2 | 6 | -2 | 18
COc1ccc(NC2=C(c3ccc(OC)cc3)C(=O)c3ccccc32)cc1 | 0 | 3 | -7 | -31 | -12 | 0 | 19 | 3 | -16
CCC(CC)COC(=O)C1=C(C)NC(=O)NC1c1ccccc1Br (stereo not given) | 15 | 3 | -4 | 10 | 0 | -2 | 6 | -7 | -12
O=C(OCC(=O)N1CCCCCC1)c1cccc(Cl)c1 | 8 | -2 | -2 | 3 | 0 | 4 | 17 | 5 | -2
CCCNC(=O)c1cccc(NC(=O)C(C)C)c1 | -9 | 2 | -6 | 4 | -12 | -2 | 11 | 7 | 3
CC(=O)c1ccc2c3c(ccc(O)c13)CC2 | 25 | 5 | -2 | 13 | 6 | -2 | 13 | -6 | -29
O=C(NCNC(=O)c1ccccc1)c1ccccc1 | -11 | 1 | 2 | -1 | -12 | 0 | 9 | 5 | -6
C=CCNC(=O)Cc1ccc(S(=O)(=O)N2CCOCC2)s1 | 1 | -6 | 0 | 3 | -1 | 3 | -56 | -3 | -11
CC(=O)c1cc2c(cc1NC(=O)c1ccccc1C)OCO2 | nt | nt | -1 | 18 | nt | -1 | nt | -5 | -20
COc1ccc(CCN(CC(=O)NCc2ccc(F)cc2)C(=O)c2snc(C(N)=O)c2N)cc1OC | -6 | -2 | 2 | 2 | -3 | 0 | -246 | 3 | -8
O=C(O)COc1ccc2c(-c3ccccc3)cc(=O)oc2c1 | -18 | -14 | -3 | 4 | 0 | -1 | -59 | -6 | -14
CCCC1Nc2ccc(C(=O)O)cc2C2C=CCC12 (stereo not given) | 6 | -20 | nt | nt | 19 | nt | 0 | nt | nt
COc1cccc(-c2nc(CS(=O)(=O)CC(=O)N3CCc4ccccc43)c(C)o2)c1 | 5 | -2 | -4 | 0 | -3 | 2 | 3 | 18 | -17
COc1ccc(/C=C/C(=O)N(c2ccccn2)C2CCCCC2)cc1OC | -11 | 1 | -2 | 0 | -5 | -1 | -104 | 1 | 2
COc1cc2nc(CN3CCC(C(O)(c4ccccc4)c4ccccc4)CC3)[nH]c(=O)c2cc1OC | -11 | -3 | 4 | 3 | 5 | -3 | -46 | 0 | 15
Cc1cc(N2C(=O)C3C4c5ccccc5C(c5ccccc54)C3C2=O)no1 (stereo not given) | 6 | 0 | -1 | -2 | 0 | -3 | 8 | 17 | 16
O=S1(=O)CCOC[C@H](Cc2ccccc2)N1Cc1cccc(F)c1 | 13 | 1 | -6 | -10 | -1 | 2 | 6 | 4 | -14
COc1ccc(C2CC(=O)C3=C(C2)Nc2ccccc2N(C(=O)CCC(=O)O)C3c2ccc(F)cc2)cc1OC (stereo not given) | -12 | 5 | -9 | 4 | -3 | -4 | -334 | -5 | -17
CCN(CC)CCn1c(-c2ccccc2)nc(=S)c2c1CC(C)(C)OC2 | 23 | 2 | -1 | 16 | -5 | 1 | 24 | -9 | 5
Cc1ccc(OCC(=O)OCc2c(C)noc2C)cc1C | -1 | -2 | -1 | -4 | 3 | 0 | 18 | 15 | 0
O=C(c1cc(F)cc2c1OCOC2)N1CCN(c2ccc(F)cc2)CC1 | 26 | 1 | -9 | -2 | -3 | 0 | 2 | -10 | -15
Cc1ccccc1OCC(=O)NNC(=O)CSc1nc(N)cc(N)n1 | -5 | -1 | -2 | -1 | -5 | 2 | 0 | -3 | -2
O=C(NC(=S)NNC(=O)c1ccccc1O)c1cccnc1 | -25 | 0 | 2 | 4 | -35 | -1 | 4 | 2 | 10
CC1(C)C/C(=N/Nc2ccc([N+](=O)[O-])cc2[N+](=O)[O-])C(C)(C)O1 | 3 | 0 | -5 | -20 | -4 | -1 | 33 | 4 | -16
COc1ccc2oc(C(=O)C3CC3)c(N)c2c1 | -2 | 0 | 0 | -8 | -2 | 1 | -476 | 3 | 36
Cn1c(Cn2c(=O)sc3ccccc32)nnc1SCC(=O)NC1CCCCC1 | -20 | 1 | 4 | -2 | -5 | 5 | 3 | -1 | -17
CC(C(=O)NC1CCCC1)N1CCN(Cc2ccccc2)CC1 (stereo not given) | -3 | -3 | 0 | 4 | -6 | 3 | 7 | 4 | 5
Cc1c(NC(=O)C(C)OC(=O)c2cccc([N+](=O)[O-])c2)c(=O)n(-c2ccccc2)n1C (stereo not given) | -3 | 2 | -1 | -2 | -12 | -1 | 6 | 16 | 5
O=C(CCC(=O)Nc1ccc(F)cc1)N/N=C/c1ccccc1O | 0 | -13 | -5 | -11 | -14 | -3 | -64 | -15 | 9
CN1CCN(c2ccccc2NC(=O)c2cc3c(s2)-c2ccccc2OC3)CC1 | -1 | 1 | -9 | 1 | -6 | -6 | -66 | -3 | -15
O=C(OCC1OC(n2ccc(=O)[nH]c2=O)C2OC12)c1ccccc1 (stereo not given) | 2 | 4 | nt | nt | -8 | nt | 18 | nt | nt
Cn1nnc2cc(C(=O)N3CCN(c4ccccc4)CC3)ccc21 | -14 | 0 | 5 | -4 | -2 | 0 | 14 | 6 | 0
CCOc1cc2[nH]c(=S)n(CC3CCCO3)c(=O)c2cc1OCC (stereo not given) | 21 | 3 | 0 | 4 | -6 | 2 | 19 | 0 | 8
O=[N+]([O-])c1cc(Cl)ccc1N1CCN(c2cccc(C(F)(F)F)c2)CC1 | 18 | 2 | 0 | 5 | -2 | -5 | 24 | 5 | -20
COc1ccc(S(=O)(=O)N2CCN3CCCC3C2)cc1 (stereo not given) | -6 | 1 | 4 | -8 | -6 | -1 | 8 | -2 | 9
COC(=O)c1c(NC(=O)CSc2nnnn2-c2ccccc2)sc2c1CCC(C(C)(C)C)C2 (stereo not given) | -11 | -5 | -8 | -20 | -1 | -3 | 16 | -10 | -13
COc1ccc(NC(=O)CCOc2ccccc2C)cc1S(=O)(=O)N1CCCCC1 | 15 | 0 | -1 | -5 | 0 | -3 | 6 | -7 | -8
CCC(=O)c1ccc(OCC(=O)OCC(=O)N2CCN(c3ccc(OC)cc3)CC2)cc1 | -6 | -1 | -15 | -4 | -4 | -5 | 14 | -8 | -31
CN(c1ccccc1)c1nc(N2CCCC2)nc(-n2ccnc2)n1 | -13 | 1 | 3 | -3 | 1 | -3 | 16 | 7 | -2
CCN(Cc1ccccc1)S(=O)(=O)c1ccc(C(=O)N2CCN(c3nc4ccccc4s3)CC2)cc1 | -3 | -1 | 1 | 9 | 6 | 0 | 1 | 0 | -1
COc1ccc(CCNC(=S)N2CCN(S(=O)(=O)c3ccccc3)CC2)cc1 | 12 | 0 | -19 | 2 | -1 | 1 | 14 | -7 | -12
c1ccc(CNC2=NCCC2)nc1 | -1 | 1 | 4 | -9 | 2 | -4 | 19 | 4 | -13

Part of the list above in order of formula weight, low to high.
Molecule | PfGluPho inh | SENP1 FRET inh | SENP8 block-1 | UBC13 inh | HKDC1 inh | beta cell repl | SENP8 block-2 | SENP7 inh | SENP6 inh
O=C(NCNC(=O)c1ccccc1)c1ccccc1 | -11 | 1 | 2 | -1 | -12 | 0 | 9 | 5 | -6
CCS(=O)(=O)N1CCC(NC(C)=O)(c2ccccc2)CC1 | 2 | 2 | 3 | -2 | -1 | -2 | 21 | -4 | -4
Cc1ccccc1OCC(=O)NNC(=O)CSc1nc(N)cc(N)n1 | -5 | -1 | -2 | -1 | -5 | 2 | 0 | -3 | -2
